# High-throughput results as filed in PubChem BioAssay.
# HepG2 viability = HepG2 cytotoxicity, counter-screen for TGF-b inhibitors; HepG2 CAGA-GFP viability, ATP luminescence, 18 h; Potency, µM (titrated, usually from 46.1 µM), inactives show top-dose activity change, negative = cytotoxicity, usual class: cytotoxic; actives 0.76% (n = 410,000); AID 588856; further: potency means the concentration at half of the fitted maximal effect; some results filed as inactive show a strong effect at the top dose
#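 CellTiter-Glo luminescence gave cytotoxicity after 18 hours at 37 degrees C. The cells were HepG2 CAGA-GFP in 1% FBS DMEM, stimulated with 500 pg/mL TGF-beta after compound addition. %Activity was normalised to no-cell wells (complete cell-killing) and DMSO (no toxicity), and curves were fitted and classified.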
# A549 viability = counter-screen for Nrf2 inhibitors: cytotoxicity in A549 cells; AID 504648; actives 0.16% (n = 390,000); A549 ARE-Fluc cells, CellTiter-Fluor viability, 18-24 h; Potency, µM (titrated, usually from 46 µM), for the others: at the highest dose activity change, negative = cytotoxicity, most hits filed as inhibitors; further: potency means the concentration at half of the fitted maximal effect; on the % scale 0 is the no-effect control and ±100 the full control effect
#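 A549 ARE-Fluc cells in 5% FBS OPTI-MEM, 5000 cells/well, rested 2 h then exposed to compounds in concentration-response for 18-24 h at 37 °C. Viability by CellTiter-Fluor fluorescence (Ex 405/Em 525) after 30 min; luciferase luminescence (BugLite, 15 min, RT) read afterwards.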
# pAkt inh = blocks phosphorylation of Akt; Neuro2A IGF-stimulated pAkt S473 HTRF, 20 min; active compounds read low; activity change, % for hits at 50 µM; actives 0.32% (n = 360,000); AID 651550; in the data active means activity change below about -80%; inconclusive means mostly about -51% to -80%; further: on the % scale 0 is the no-effect control and ±100 the full control effect
#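 Single-point screen (50 µM final compound) in Neuro2A cells stimulated 20 min with 6 nM IGF at 37 deg C. After lysis, Ser473-phosphorylated Akt read by HTRF (ex 330 nm, em 615/665 nm) as the 665/615 ratio.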
# MmCpn inh = blocks the Methanococcus maripaludis chaperonin Mm-Cpn; purified Mm-Cpn ATPase, ADP Transcreener TR-FRET; Potency, µM (titrated, usually from 76.9 µM), for the others: at the highest dose activity, negative = inhibition, hits mostly inhibitors; actives 0.031% (n = 330,000); AID 504842; further: potency means the concentration at half of the fitted maximal effect; on the % scale 0 is the no-effect control and ±100 the full control effect; nearly all actives have a fitted effect of over 80% in size
#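 ATPase turnover read by TR-FRET ADP competition (Eu cryptate antibody/ADP-d2, 665/590 nm): 10uM ATP final, 25nM Mm-CPN final, 30 min 37degC after 10-min compound preincubation, pH 7.4 Tris/KCl/MgCl2/DTT buffer.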
# Nrf2 ARE act = activates Nrf2 signaling; AREc32 ARE-luciferase reporter (MCF7-derived line), luminescence, 24 h; Potency, µM (highest dose often 46.1 µM), for inactives: at the top dose activation, hits mostly activators; actives 0.31% (n = 410,000); AID 624171; further: potency means the concentration at half of the fitted maximal effect; % of control where 0% means no effect; nearly all actives have a fitted effect of over 65% in size
#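 Cells of the AREc32 ARE-luciferase line are plated in OPTI-MEM containing 5% FBS and left overnight at 37 deg C. Compounds are pinned in, incubation continues 24 hr, and firefly luciferase signal is then measured.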
# TGFb SMAD3 inh = inhibitors of TGF-b signaling | HepG2 CAGA-GFP TGF-b/SMAD3 reporter, GFP fluorescence, 18 h; TGF-beta stimulated, 500 pg/mL final | Potency, µM (top dose mostly 46.1 µM), for inactives: at the top dose activity, negative = inhibition, most hits filed as inhibitors | actives 1.2% (n = 410,000) | AID 588855; further: potency means the concentration at half of the fitted maximal effect; on the % scale 0 is the no-effect control and ±100 the full control effect; nearly all actives have a fitted effect of over 65% in size
#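 Cell-based qHTS in HEPG2 carrying a CAGA-GFP Smad reporter; compounds added before 500 pg/mL final TGF-beta, 18 h incubation at 37 degrees C, GFP fluorescence quantified per cell by imaging cytometry.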
# Abeta rescue = restores growth of yeast expressing A-beta42 peptide | yeast expressing A-beta42, growth rescue, OD600, 48 h; response scale: 0% DMSO, 100% iron-clioquinol control | Potency, µM (doses to about 46.1 µM), for the others: top-dose growth rescue, usual class: activators | actives 0.063% (n = 410,000); further: potency means the concentration at half of the fitted maximal effect; nearly all actives have a fitted effect of over 55% in size
#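 Yeast growth medium received pinned compounds, then yeast cells expressing toxic A-beta were added; plates incubated at 30 C for 48 hr. Growth read as absorbance at 600 nm, normalized to DMSO and equimolar FeCl3 plus clioquinol controls.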
# CCT chaperon mod = changes cytosolic chaperonin activity; purified chaperonin ATPase assay, HTRF ADP detection, 30 min; AID 651819; activity change, % (test concentration not listed), hits read low; actives 0.3% (n = 360,000); in the data active means activity change below about -30%; further: on the % scale 0 is the no-effect control and ±100 the full control effect
#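 TRiC (40 or 20 nM final, by batch activity) in 30 mM Tris pH 7.4, 100 mM KCl, 5 mM MgCl2, 1 mM DTT was treated with compound at 76 uM single dose, then 10 uM ATP, 30 min at 37 °C. ADP was read by HTRF Transcreener.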
# Nrf2 block = Nrf2 pathway inhibition | AID 504444 | A549 ARE-Fluc reporter, luciferase luminescence, 18-24 h | Potency, µM (doses to about 46 µM), without a hit: at the highest dose activity change, negative = inhibition, usual class: inhibitors | actives 2.1% (n = 360,000); further: potency means the concentration at half of the fitted maximal effect; on the % scale 0 is the no-effect control and ±100 the full control effect; nearly all actives have a fitted effect of over 60% in size
#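 Reporter: ARE-Fluc in A549. Exposure: 18-24 h, 37 °C, 5% CO2, 5% FBS OPTI-MEM. Readouts: fluorescent cytotoxicity (CellTiter-Fluor), then luminescent Nrf2 signal after BugLite.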
# The depositor's hits bear a star; i = inactive; ? = inconclusive; . = no result given; [ ] = dose if it differs, or a comment. Unless noted, the call rests on the fitted dose curve; in most records, active means well fitted curve in the direction sought with a large enough effect; inconclusive means small, poorly fitted or top-dose-only effect, or another doubt; inactive means no such curve, though single readings can be large; an effect the other way counts as inactive or inconclusive.
SMILES,HepG2 viability,A549 viability,pAkt inh,MmCpn inh,Nrf2 ARE act,TGFb SMAD3 inh,Abeta rescue,CCT chaperon mod,Nrf2 block
CC1CCN(S(=O)(=O)c2ccc(S(=O)(=O)N3CCC4(CC3)OCCO4)cc2)CC1,-4%,-6%,i,3%,-0.6%,3%,3%,1.6,16%
Cc1ccc(CNC(=O)CCNC(=O)Cn2ccc3ccccc3c2=O)o1,-2%,3%,.,-2%,-0.1%,0%,18%,-4.1,6%
O=C(Cn1nc(-c2ccccc2)c2ccccc2c1=O)NN1CCOCC1,13%,-2%,i,0%,-0.2%,6%,-13%,2.2,?
CN(c1ccccc1)S(=O)(=O)c1cc(C(=O)NCCCn2ccnc2)ccc1Cl,1%,7%,i,1%,-0.7%,9%,-2%,0.9,-5%
O=C(NCc1ccccc1F)c1ccc(CN2CC(=O)N3CCCCC3C2=O)cc1 (centres undefined),-2%,3%,.,.,-0.3%,1%,-26%,.,?
COc1ccc(-c2c3c(=O)n(C)c(=O)n(C)c3c3c(C)nc4ccccc4n23)cc1,-2%,-14%,.,.,-0.5%,0%,3%,.,?
CCOC(=O)Cn1nc(Cc2ccccc2)c2ccccc2c1=O,-2%,14%,i,0%,0.2%,0%,-13%,0.1,10%
Nc1nc2c(s1)C(=O)CC(c1ccccc1)C2 (centres undefined),0%,-2%,i,0%,0.3%,4%,2%,-0.2,12%
COc1cc(/C=C/C(=O)NCc2nc3ccccc3[nH]2)cc(OC)c1OC,-19%,5%,i,-2%,2.7%,14%,-1%,-2.9,-2%
Cc1nnc(Sc2c(N)n(C)c(=O)[nH]c2=O)s1,-1%,0%,i,1%,-0.3%,1%,-32%,-1.1,6%
CCOC(=O)C1CN(C(=O)OCC)CC1=NNC(N)=O (centres undefined),-32%,.,i,.,0.3%,-2%,4%,1.7,.
CC1CCN(C(=O)CSc2nc(C3CC3)nc3ccccc23)CC1,-10%,-10%,i,0%,6.0%,-1%,-16%,-0.2,2%
CC(C)(C)Nc1nc(Cl)nc(NC2CCCCC2)n1,-29%,2%,i,0%,4.9%,-7%,-1%,7.5,4%
CN1CCCC1CCOC(C)(c1ccccc1)c1ccc(Cl)cc1 (centres undefined),11µM*,4%,i,.,2.5%,?,-16%,-1.6,1%
O=C(NNC(=S)NC(=O)C12CC3CC(CC(C3)C1)C2)c1ccncc1,-18%,-12%,i,-1%,0.0%,-6%,-77%[inhibitor],-2.0,?
CCCCN(CCCC)CCCNC(=O)CN1C(=O)COc2ccc(S(=O)(=O)N3CCC(C)CC3)cc21,-6%,-1%,i,3%,0.0%,3%,-5%,-1.8,15%
Nc1nnc(CSCc2cccc(Br)c2)s1,-3%,6%,i,-4%,3.5%,17%,5%,-0.5,-19%
COC(=O)c1cc(OC)c(OC)cc1NC(=O)C(C)Sc1ccc(C)cc1 (centres undefined),-21%,-3%,i,0%,0.2%,-19%,9%,-6.4,?
CCCc1cc(=O)oc2cc(OCC(=O)N3C[C@H]4C[C@@H](C3)c3cccc(=O)n3C4)c(Cl)cc12,-21%,-11%,i,0%,0.3%,0%,-4%,-0.4,-17%
COc1ccc2cnnc(SCC(=O)Nc3ccc(C(C)=O)cc3)c2c1OC,-7%,-2%,i,-3%,0.6%,18%,2%,-1.2,-14%
CCC1CCCCN1C(=O)Cn1c(=O)n(-c2ccccc2C(F)(F)F)c(=O)c2c(C)c(C(=O)N(C)C)sc21 (centres undefined),0%,-1%,.,.,-0.5%,-13%,-5%,.,.
CC(=O)Nc1cccc(NS(=O)(=O)c2cc3c4c(c2)CCN4C(=O)CC3)c1,-14%,-4%,i,-1%,2.0%,-3%,-1%,-1.4,5%
O=S(=O)(c1ccc(NC(=S)N2CCCCC2CO)cc1)N1CCOCC1 (centres undefined),-29%,.,i,.,0.5%,-6%,0%,-1.8,.
O=S(=O)(Nc1ccc(-c2ccc(N3CCCC3)nn2)cc1)c1ccc(C(F)(F)F)cc1,-25%,-24%,.,.,0.4%,?,-13%,.,.
Cc1nc(C)c(C(=O)OCC(=O)N(C)c2ccccc2)s1,3%,-8%,i,4%,-0.8%,0%,14%,-2.5,-1%
COc1ccc(-c2cc(C(=O)NCC3CCCO3)on2)cc1OC (centres undefined),2%,0%,i,-1%,0.4%,1%,0%,-0.3,10%
COc1ccc(N=Cc2nc(-c3ccccc3)oc2OC(=O)c2ccccc2)cc1,-28%,-17%,i,0%,0.2%,-25%,3%,-0.5,?
CC(C)CN(C(=O)CN1C(=O)C2CCCCC2C1=O)c1c(N)n(Cc2ccccc2)c(=O)[nH]c1=O (centres undefined),-4%,-6%,i,0%,-0.7%,-1%,-4%,-0.5,16%
O=S1(=O)c2ccc(Br)cc2N2CCC[C@@H]2CN1Cc1ccccc1,-22%,13%,i,-1%,2.4%,?,-7%,0.7,8%
CCOc1ccccc1NC(=O)Cn1c(=O)n(Cc2ccc(C(=O)NCCCOC)cc2)c(=O)c2ccccc21,0%,-2%,.,.,-0.8%,-4%,-13%,.,14%
Cc1[nH]n(-c2cccc3ccccc23)c(=O)c1/C=N/c1sc2c(c1C#N)CCC2,14%,-19%,i,5%,-0.4%,-3%,13%,-4.5,-12%
COc1ccc(C(=O)Nc2ccc(Cl)cc2F)cc1S(=O)(=O)N1CCCC1,4%,-4%,i,0%,-1.3%,-18%,12%,-1.0,-10%
Cc1cc(C)c(COc2ccc(/C=N/n3c(C)n[nH]c3=S)cc2)c(C)c1,-85%,5%,i,3%,5.8%,?,?,1.7,-1%
O=C(C1CCCC1)N1CCN(S(=O)(=O)c2ccc(F)cc2)CC1,4%,0%,i,0%,-0.1%,27%,-7%,1.8,-13%
CCCCn1c(N)c(N(CC)C(=O)c2ccc(C)cc2)c(=O)[nH]c1=O,-10%,1%,i,1%,-0.1%,13%,-14%,-3.3,4%
O=C(Nc1ccc2ccccc2c1)c1cccnc1,-8%,0%,i,1%,3.5%,-4%,7%,1.6,62%
O=C(CSCc1ccccn1)Nc1ccccc1,-1%,0%,i,1%,2.2%,10%,-5%,-1.4,?
CCOc1ccccc1NC(=O)CSc1nc2cc(OC)c(OC)cc2c2nc(CCn3c(C)nc4ccccc43)nn12,-14%,-21%,.,.,1.1%,6%,-14%,.,?
S=C(NCCCN1CCOCC1)Nc1cccc(Cl)c1,-23%,1%,i,2%,-0.4%,0%,9%,-4.5,8%
CCc1ccc(NC(=O)CCCOc2cc(=O)n(C)c3ccccc23)cc1,-36%,.,i,.,4.4%,0%,-8%,-0.9,.
O=C1NC(=Nc2cccnc2)S/C1=C/c1ccc(F)cc1,11%,2%,i,0%,4.3%,31%,-1%,2.3,-5%
Cc1n[nH]c(C)c1CS(=O)(=O)c1ccccc1,-15%,4%,i,-4%,-0.3%,1%,-13%,-5.4,-30%
CCSc1nnc(NC(=O)c2ccc(F)c(S(=O)(=O)N3CCOCC3)c2)s1,-24%,1%,i,-16%,-0.5%,0%,5%,-0.4,5%
COc1cc(/C(C)=N/N2CCOCC2)cc(OC)c1OC,-13%,-7%,i,-1%,-0.7%,-20%,12%,-0.3,-3%
Cc1cc(N/C=C/C(=O)c2ccc(Br)cc2)no1,6%,1%,i,0%,2.1%,0%,-7%,-1.5,17%
COc1ccc(N2CCN(Cc3nc4ccsc4c(=O)[nH]3)CC2)cc1,-6%,3%,i,0%,-0.3%,-6%,12%,-1.4,15%
COc1cccc(C(=O)NC(=S)Nc2ccc(N(C)C)cc2)c1,-35%,11%,i,0%,0.2%[9.22 µM],-42%,-1%,-0.8,12%
COC(=O)CSc1nnc(CNc2ccc(F)cc2)o1,2%,-1%,i,1%,-0.3%,-5%,17%,-1.0,-1%
CC(C)(CNC(=O)c1cccc(S(=O)(=O)Nc2ccc(SC(F)F)cc2)c1)N1CCOCC1,-15%,-11%,i,.,0.1%,1%,5%,-0.6,?
CC1CN(C(=S)Nc2ccccc2)N(c2ccccc2)C1 (centres undefined),-2%,4%,i,5%,-1.1%,1%,29%,-1.0,17%
Cc1ccc(N2C(S)=C(C#N)C(=O)NC23CCCCC3)cc1,-22%,-2%,i,2%,0.2%,?,-1%,-0.4,1%
O=C(NCc1cccs1)C1CCCN(S(=O)(=O)c2ccc3c(c2)OCO3)C1 (centres undefined),0%,-5%,i,2%,-0.5%,-2%,6%,1.9,-6%
COc1cccc(CNS(=O)(=O)c2cc3c(cc2Cl)NC(=O)CO3)c1,-1%,-7%,i,-1%,0.4%,4%,-2%,-0.9,7%
O=C(O)C1CCCCC1C(=O)Nc1ccc(OCc2ccccc2)cc1 (centres undefined),-30%,-15%,i,1%,0.4%,-22%,4%,-3.1,2%
COc1ccc(C(=O)COc2ccccc2N2C(=O)C3C4C=CC(C4)C3C2=O)cc1 (centres undefined),-11%,-3%,-139%*,-2%,3.2%,0%,3%,1.7,.

# Reprinted at random: two records from the list, in no set order.
SMILES,HepG2 viability,A549 viability,pAkt inh,MmCpn inh,Nrf2 ARE act,TGFb SMAD3 inh,Abeta rescue,CCT chaperon mod,Nrf2 block
CC(C)(CNC(=O)c1cccc(S(=O)(=O)Nc2ccc(SC(F)F)cc2)c1)N1CCOCC1,-15%,-11%,i,.,0.1%,1%,5%,-0.6,?
O=C(NCc1cccs1)C1CCCN(S(=O)(=O)c2ccc3c(c2)OCO3)C1 (centres undefined),0%,-5%,i,2%,-0.5%,-2%,6%,1.9,-6%
